Bioassay records from PubChem BioAssay.
A340 absorber – compounds absorbing at 340 nm; compound absorbance at 340 nm, fold over control; fold change at 10 µM; 65,000 tested, under 10 active; AID 708;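 active = at 10 µM dose, initial 340 nm absorbance at least 2 fold that of control wells; inactive = change under 2 fold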;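 note: initial absorbance extrapolated from kinetic A340 decline of NADH oxidation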
Autofluor 339 – intrinsic fluorescence of library compounds, ex339/em460 – biochemical, MLSMR library, data from DPM-DC assay, artefact control, profiling panel; compound autofluorescence, ex339/em460 nm, NADH buffer; active compounds read high; 1 = no-compound wells, NADH background; fluorescence fold increase at 10 µM; actives 5.5% (n = 65,000);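 active = at 10 µM, mean starting fluorescence two-fold or more over control wells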;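 note: signal is the first read of a kinetic run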
Ecoli tolC – E. coli tolC mutant growth inhibition; E. coli BW25113 tolC mutant growth, OD615; growth inhibition, % at 10 µM (by protocol); actives 2.2% (n = 65,000); AID 573;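 active = growth inhibition at or above a cutoff equal to the mean over every tested compound plus 3 SD, cut at about 60% in these data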;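 note: growth measured after 20 h incubation at 37 °C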
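signal = optical density read at 615 nm | test system = E. coli ΔtolC::kan strain BW25113 | timing = 20 h compound exposure of bacteria at 37 °C | buffer or medium = LB medium plus 50 µg/mL kanamycin | compound dosing = 10 µM final, single dose | evaluation = % inhibition of E. coli growth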
JNK3 inh – JNK3 (human) kinase inhibition | P53779 | purified JNK3 kinase activity, HTS | inhibition, % at 8 µM | actives 0.61% (n = 60,000); in the data active = inhibition above about 17%;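 note: 0% = DMSO and 100% = reference inhibitor; many of its hits are not listed in these tables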
Target sequence (P53779 whole entry, looked up): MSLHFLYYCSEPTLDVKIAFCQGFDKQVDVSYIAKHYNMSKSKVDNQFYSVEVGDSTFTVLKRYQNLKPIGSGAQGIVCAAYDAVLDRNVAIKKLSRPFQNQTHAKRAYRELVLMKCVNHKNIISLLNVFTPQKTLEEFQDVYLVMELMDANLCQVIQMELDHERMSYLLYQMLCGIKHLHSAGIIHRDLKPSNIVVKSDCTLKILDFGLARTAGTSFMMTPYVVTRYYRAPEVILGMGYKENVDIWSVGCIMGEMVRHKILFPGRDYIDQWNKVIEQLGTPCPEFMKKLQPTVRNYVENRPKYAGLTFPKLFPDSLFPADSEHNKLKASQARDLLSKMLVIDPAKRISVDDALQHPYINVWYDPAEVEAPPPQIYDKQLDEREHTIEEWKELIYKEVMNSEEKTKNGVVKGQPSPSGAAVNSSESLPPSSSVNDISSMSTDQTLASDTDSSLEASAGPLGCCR
MMP13 inh – inhibitors of human MMP13; P45452; MMP-13 fTHP FRET cleavage, Mca fluorescence; inhibition, % at 4 µM; actives 0.07% (n = 65,000); AID 570;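 active = inhibition above the mean of compound-free control plate wells plus 3 SD, cut at about 14% in these data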;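 note: 0% = DMSO wells and 100% = wells with reference MMP-13 inhibitor after basal subtraction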
NADH enzymes – blocks coupling enzymes of NAD/NADH assays; coupled PK/LDH NADH assays, four targets; actives 0.02% (n = 65,000); IC50, µM (titrated, usually from 10 µM), inactives show top-dose inhibition;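 active = single-dose screening hits from any of four coupled enzyme assays that gave an IC50 when retested across doses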;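 note: the DPM-DC format reads NADH fluorescence rather than 340 nm absorbance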
ROCK2 blocker – blocks human Rho kinase 2 activity; O75116; inhibition, % at 6 µM; AID 604; purified ROCK2, Kinase-Glo ATP depletion luminescence; actives 0.35% (n = 60,000);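 active = inhibition above the screen-wide mean inhibition plus 3 SD, cut at about 18% in these data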;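 note: plate controls were DMSO wells for no effect and Y-27632 control wells after no-enzyme background subtraction for full effect; many of its hits are not listed in these tables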
PKA kinase inh – blocks human protein kinase A activity. P17612. PKA Kemptide phosphorylation, Kinase-Glo ATP luminescence. inhibition, % at 6 µM. actives 0.1% (n = 65,000);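 active = inhibition above the screen-wide mean inhibition plus 3 SD, cut at about 21% in these data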; note: many of its hits are not listed in these tables
HEK293 NFkB inh – lowers PMA/ionomycin-induced NF-kB signal in HEK293 cells. HEK-293 NF-kB luciferase reporter, luminescence. inhibition, % at 3 µM. actives 0.21% (n = 62,000). AID 465;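 active = inhibition above the mean of all tested compounds plus 3 SD, cut at about 40% in these data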;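 note: 0% = stimulated DMSO wells and 100% = 10 µM reference inhibitor 5653914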
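Reagent: PMA plus ionomycin mix as NF-kB-activating stimulus. Assay system: NF-kB luciferase reporter HEK-293 cells. Technique: luminescence from luciferase substrate reagent. Incubation: 1 h compound pre-incubation, 16 h PMA/ionomycin at 37 °C. Benchmarks: DMSO only as uninhibited control, 10 µM reference inhibitor as full inhibition. Repeats: tested once.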
Active calls of the source: *; x = no result given; [ ] = another dose, or the depositor's remark.

SMILES | A340 absorber | Autofluor 339 | Ecoli tolC | JNK3 inh | MMP13 inh | NADH enzymes | ROCK2 blocker | PKA kinase inh | HEK293 NFkB inh
O=C(COc1ccc(Cl)cc1)NCc1nnc(SCC(=O)NCc2ccc3c(c2)OCO3)o1 | 1.04 | 1.15 | -18.9 | -2.5 | -10.2 | 5.0% | -8.7 | -4.6 | 6.6
O=C(c1ccco1)N1CCN(C(c2cccs2)c2nnnn2C2CCCCC2)CC1 (stereo unspecified) | 1.02 | 1.11 | -11.3 | 2.8 | 5.6 | 10.0% | 5.1 | 13.5 | -9.2
Cc1csc(NC(=O)c2c(O)c3cccc4c3n(c2=O)CCC4)n1 | 1.03 | 1.12 | 42.8 | -1.0 | 5.0 | 8.0% | 7.0 | 6.2 | 0.6
CCc1nc(C)cn1S(=O)(=O)c1ccc(Cl)c(Cl)c1Cl | 1.02 | 1.07 | -2.8 | 3.9 | 4.8 | 6.0% | 3.4 | 6.8 | 1.1
COC(=O)c1cccc(NC(=O)C(C)N2C(=O)c3ccccc3C2=O)c1 (stereo unspecified) | 1 | 1.05 | 6.9 | 0.3 | 6.8 | 9.0% | 4.2 | 11.0 | 12.5
O=c1[nH]c(Nc2ccccc2)cc2ccccc12 | 1.01 | 3.38* | 14.9 | -3.1 | -33.3 | 8.0%[fluoresces] | -0.8 | 2.8 | 16.0
CC1(C)CC(=O)C(C2=NC(C)(C)Cc3ccccc32)=C(O)C1 | 1.04 | 1.05 | -16.4 | -8.6 | 6.0 | 4.0% | -4.5 | -10.1 | x
C[C@]12CCC(=O)C=C1CC[C@@H]1[C@@H]2[C@@H](O)C[C@@]2(C)[C@H]1CC[C@]2(O)C(=O)CO | 0.98 | 1.04 | 8.0 | -4.7 | -0.1 | 1.0% | -3.9 | -10.6 | x
CCOC(=O)C1CCN(C(=O)CN(c2ccc3c(c2)OCO3)S(C)(=O)=O)CC1 | 1.04 | 1.1 | -7.4 | -3.1 | -0.6 | 4.0% | 3.3 | 4.4 | 18.9
CCCc1ccccc1OCCNC(C)=O | 1 | 1.07 | -16.8 | -0.8 | 4.2 | 3.0% | -1.4 | -7.3 | 9.4
Fc1ccccc1CSc1nc2ncccc2[nH]1 | 1.04 | 1.05 | 7.2 | 7.2 | -2.4 | 1.0% | 2.5 | -5.4 | 4.4
OC[C@H]1O[C@@H](n2cnc3c(NC4CCCC4)ncnc32)[C@H](O)[C@@H]1O | 0.99 | 1 | -7.2 | 0.4 | 4.8 | 2.0% | 2.8 | 0.5 | x
CCNC(=O)NC1(C(=O)Nc2ccc3c(c2)CCC3)CCCCC1 | 0.98 | 1.04 | -8.7 | 10.0 | 3.1 | 5.0% | 1.9 | 6.2 | 12.0
CSc1ccccc1NC(=O)c1cc(-c2cccs2)on1 | 0.99 | 2.28* | -10.2 | -2.5 | 0.7 | 5.0% | 4.8 | 3.4 | -27.5
CCn1cnc2sc(C(=O)O)c(C)c2c1=O | 1.02 | 1.11 | -14.0 | x | 3.9 | 5.0% | x | 5.1 | 6.5
Cc1noc(NS(=O)(=O)c2ccc(NC(=O)CCC3CCCCC3)cc2)c1C | 1.01 | 1.1 | 35.2 | -2.5 | -4.0 | 6.0% | 2.0 | -3.5 | -3.2
CCOC(=O)c1c(C)[nH]c(C(=O)OC)c1CCC(=O)OC | 1.05 | 1.04 | 8.9 | 7.3 | 7.3 | 4.0% | -1.1 | 8.1 | 12.5
O=C(NCc1ccc2c(c1)OCO2)c1nn2cccnc2c1Cl | 1.03 | 1.13 | 5.8 | -3.5 | -0.3 | 6.0% | 5.2 | 5.7 | 0.9
CCCCNC(=O)C1COc2ccccc2O1 (stereo unspecified) | 1.03 | 1.01 | -9.8 | -5.2 | -12.3 | 4.0% | 4.9 | 0.2 | 9.4
N#CCCNCC1(c2ccccc2)CCCC1 | 0.99 | 1.02 | -15.6 | 4.0 | 1.5 | 3.0% | 2.0 | 5.2 | 10.1
Cc1cc(C)n(-c2nc(C)nc(N)n2)n1 | 1.06 | 1.03 | -12.5 | -0.1 | 5.0 | 3.0% | 3.8 | -0.1 | -7.8
Cc1noc(C)c1COC(=O)c1cccc(S(=O)(=O)N2c3ccccc3CC2C)c1 (stereo unspecified) | 1 | 1.06 | 51.1 | -0.9 | 2.5 | 7.0% | 4.1 | 8.7 | 16.0
CCOc1ccc2nc(NS(=O)(=O)c3ccc4c(c3)n(C)c(=O)n4C)sc2c1 | 1.03 | 1.08 | 33.4 | -4.0 | 5.4 | 1.0% | -0.7 | -6.3 | 9.0
COc1ccc2[nH]c(=O)c(CN(C(C)=O)c3cccc(C)c3)cc2c1 | 1.07 | 3.17* | 7.1 | -1.0 | -21.3 | 5.0% | -1.4 | -2.6 | 15.2

As a short view, 8 of the compounds above.
SMILES | A340 absorber | Autofluor 339 | Ecoli tolC | JNK3 inh | MMP13 inh | NADH enzymes | ROCK2 blocker | PKA kinase inh | HEK293 NFkB inh
CCNC(=O)NC1(C(=O)Nc2ccc3c(c2)CCC3)CCCCC1 | 0.98 | 1.04 | -8.7 | 10.0 | 3.1 | 5.0% | 1.9 | 6.2 | 12.0
CSc1ccccc1NC(=O)c1cc(-c2cccs2)on1 | 0.99 | 2.28* | -10.2 | -2.5 | 0.7 | 5.0% | 4.8 | 3.4 | -27.5
CCn1cnc2sc(C(=O)O)c(C)c2c1=O | 1.02 | 1.11 | -14.0 | x | 3.9 | 5.0% | x | 5.1 | 6.5
Cc1noc(NS(=O)(=O)c2ccc(NC(=O)CCC3CCCCC3)cc2)c1C | 1.01 | 1.1 | 35.2 | -2.5 | -4.0 | 6.0% | 2.0 | -3.5 | -3.2
CCOC(=O)c1c(C)[nH]c(C(=O)OC)c1CCC(=O)OC | 1.05 | 1.04 | 8.9 | 7.3 | 7.3 | 4.0% | -1.1 | 8.1 | 12.5
O=C(NCc1ccc2c(c1)OCO2)c1nn2cccnc2c1Cl | 1.03 | 1.13 | 5.8 | -3.5 | -0.3 | 6.0% | 5.2 | 5.7 | 0.9
CCCCNC(=O)C1COc2ccccc2O1 (stereo unspecified) | 1.03 | 1.01 | -9.8 | -5.2 | -12.3 | 4.0% | 4.9 | 0.2 | 9.4
N#CCCNCC1(c2ccccc2)CCCC1 | 0.99 | 1.02 | -15.6 | 4.0 | 1.5 | 3.0% | 2.0 | 5.2 | 10.1

Going on with the list.
SMILES | A340 absorber | Autofluor 339 | Ecoli tolC | JNK3 inh | MMP13 inh | NADH enzymes | ROCK2 blocker | PKA kinase inh | HEK293 NFkB inh
CCOC(=O)CSc1ncnc2c1nnn2-c1ccc(F)cc1 | 0.98 | 1.05 | 26.9 | 1.2 | 1.6 | 2.0% | -0.5 | 2.6 | -0.2
Cc1nc2c(C(=O)N3CCN(c4ccccn4)CC3)cnn2c(C)c1Cc1cccc(Cl)c1 | 1.02 | 1.33 | 33.9 | 0.2 | -6.0 | 4.0% | 4.3 | 7.3 | 5.7
COC(=O)c1ccc(-n2nnnc2SCC(=O)Nc2ccccc2OC)cc1 | 0.98 | 1.06 | 9.2 | 1.1 | -3.9 | 5.0% | 8.6 | -3.0 | -5.8
Cc1n[nH]c(C)c1S(=O)(=O)N1CCC(C(=O)O)CC1 | 0.99 | 1.11 | -9.4 | -0.9 | -1.9 | 5.0% | 0.1 | 1.2 | -4.8
CCOc1ccccc1C(=O)N(CN1CCCC1=O)c1ccc(C)c(Cl)c1 | 1.04 | 1.15 | 0.6 | -3.0 | 4.9 | 0.0% | 0.8 | 2.0 | -5.8
CCCn1c(SCC(=O)Nc2c(C)cccc2C)nnc1C(C)C | 1.01 | 1.06 | -7.3 | -2.9 | 0.7 | 6.0% | -5.1 | 4.9 | 6.7
CC(NC(=O)c1cnc2n(c1=O)CCS2)c1ccccc1 (stereo unspecified) | 1.04 | 1.07 | 0.5 | -3.9 | 3.0 | 5.0% | 7.2 | 9.9 | 3.4
CCOc1ccc(C(=O)COC(C)=O)cc1 | 1.04 | 1.07 | -11.6 | x | x | 3.0% | x | x | x
O=C(Nc1cccc(O)c1)c1ccc(Br)c(S(=O)(=O)N2CCCCC2)c1 | 1.02 | 1.07 | -6.3 | -0.6 | -0.6 | 4.0% | -3.3 | -7.7 | 9.9
O=C(c1noc2c1CCc1ccccc1-2)N1CCCc2ccccc21 | 0.99 | 1.04 | 98.7* | -2.7 | 2.3 | 9.0% | -0.9 | 0.9 | 6.8
COc1cc(-c2nc3n(n2)C(c2ccc(F)cc2)C2=C(CCCC2=O)N3)cc(OC)c1OC (stereo unspecified) | 0.99 | 1.39 | 15.1 | 5.9 | -0.5 | 4.0% | 1.3 | 4.9 | 23.0
CC(C)C(C(=O)Nc1ncn[nH]1)N1C(=O)c2ccccc2C1=O (stereo unspecified) | 1.03 | 1.07 | -4.5 | 4.0 | -5.5 | 9.0% | 0.5 | 1.3 | x
CCN(CC)CCNC(=O)c1c(O)c2c([nH]c1=O)CCCC2 | 0.99 | 1.05 | -16.8 | -3.8 | -8.9 | 2.0% | 1.7 | 1.4 | 6.9
O=C(c1cccs1)N(Cc1ccccn1)Cc1ccco1 | 1.05 | 1.06 | -17.4 | -1.8 | 7.8 | 6.0% | -3.5 | -3.5 | 3.7
COc1ccc(N2CCN(CCNC(=O)c3cccn4c(=O)c5ccc(Cl)cc5nc34)CC2)cc1 | 1 | 1.1 | 2.4 | x | -2.1 | 6.0% | x | 12.8 | 8.9
O=C(c1ccc(Cl)cc1Cl)C1(n2cncn2)Oc2ccccc2C1O (stereo unspecified) | 1.01 | 1.13 | 11.6 | 3.8 | 2.5 | 4.0% | 1.7 | -3.3 | 5.7
Cc1cc(=O)oc(C)c1C(=O)NC1CC(C)(C)NC(C)(C)C1 | 1.01 | 1.05 | 5.2 | 0.3 | -10.6 | 1.0% | 11.7 | 5.2 | x
COCCn1c(Sc2nc(C)cs2)nc2c1c(=O)[nH]c(=O)n2C | 1.01 | 1.02 | -15.2 | -9.6 | -3.5 | 2.0% | 3.5 | 8.1 | -2.9
CCC(c1ccccc1)c1nc(-c2ccccn2)no1 (stereo unspecified) | 0.99 | 0.84 | 7.1 | -3.5 | 2.8 | 5.0% | 5.2 | 14.1 | 6.0
Cc1noc(C)c1C(=O)N1CCN(Cc2ccc3c(c2)OCO3)CC1 | 1.01 | 1.1 | -6.8 | 6.6 | 2.8 | 4.0% | 6.9 | 9.7 | 9.8
O=C(Cn1cnc2c(nnn2Cc2ccccc2F)c1=O)NCC1CCCO1 (stereo unspecified) | 0.99 | 1.08 | -13.0 | -9.6 | 2.0 | 6.0% | -2.0 | 1.7 | 22.1
CCOC(=O)N1CCC(NC(=O)CC(NS(=O)(=O)c2ccc(Cl)cc2)c2ccco2)CC1 (stereo unspecified) | 1.06 | 1.1 | 24.4 | 2.1 | -10.7 | 0.0% | 8.2 | 6.3 | 12.2
Cn1ccnc1C(O)c1ccc(OCc2ccccc2)cc1 (stereo unspecified) | 1.02 | 1.02 | 12.2 | 1.3 | -5.6 | 2.0% | -9.4 | 4.8 | x
COc1ccc(NC(=O)Cn2cccc2)cc1Cl | 0.97 | 1.01 | -6.2 | -5.9 | -0.5 | 6.0% | 2.5 | 0.9 | 5.4

Only part of the results is shown (hit frequency here may not be typical).
